Source: PubChem (several laboratories)
SRC2 inh: human SRC2 (NCOA2) inhibition; Q15596; HEK293 GAL4-SRC2 luciferase reporter, luminescence; 370,000 compounds, 0.17% hits; inhibition, % at 9 µM;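 active means inhibition above the mean inhibition of all tested compounds plus 3 SD, set per campaign, cut at about 52% in these data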;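 further: 0% = DMSO treated cells and 100% = cells given Gossypol at 36 µM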
TWEAK-Fn14 inh: inhibitors of TWEAK-Fn14 interaction signaling. AID 1159606. TWEAK-stimulated Fn14 reporter cells, luciferase luminescence, 8 h. 360,000 compounds, 2% hits. inhibition, % at 10 µM; in the data active means inhibition above about 50%
TROY NFkB inh: TROY signaling inhibition; Q293 LMP1-TROYcd NF-kB luciferase reporter, 4 h; inhibition, % at 10 µM; 360,000 compounds, 0.98% hits; AID 1347056;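 active means compounds whose plate-normalised and pattern-corrected inhibition of the luciferase reporter signal at the single screening dose is 50% or more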
SRC1 inh: human NCOA1 inhibition; Q15788; inhibition, % at 3.6 µM; HEK293 GAL4-SRC1 luciferase reporter, luminescence; 360,000 compounds, 0.12% hits;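 active means inhibition above the campaign mean plus 3 SD, with each screening campaign given its own cutoff, cut at about 60% in these data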;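 further: 0% = DMSO treated cells and 100% = gossypol at 36 µM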
COUP-TFII inh: blocks human COUP-TFII nuclear receptor | P24468 | inhibition, % at 8.6 µM | AID 686940 | HEK293T NGFI-A luciferase reporter, luminescence | 370,000 compounds, 0.7% hits;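 active means inhibition above a per-plate cutoff, mean inhibition of test wells between control levels plus 3 SD, cut at about 38% in these data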;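 further: cells cotransfected with COUP-TFII expression vector driving the NGFI-A reporter; 0% = median of COUP-TF2 test wells and 100% = reporter-only cells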
LRH-1 inv ag: suppresses constitutive activity of human LRH-1; 360,000 compounds, 0.13% hits; O00482; HEK293T StAR-luciferase reporter, LRH-1 transfected, 24 h; inhibition, % at 3.6 µM;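 active means inhibition above the mean inhibition of all tested compounds plus 3 SD, cut at about 73% in these data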;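 further: 0% = DMSO wells and 100% = reporter-only cells lacking LRH-1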
ABHD5-PLIN5 inh: ABHD5-PLIN5 protein interaction inhibition | Q00G26+Q8WTS1 | Split G. princeps luciferase complementation, luminescence, 4 h | inhibition, % at 4 µM | 360,000 compounds, 0.78% hits | AID 602281;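 active means inhibition above the mean inhibition across every tested compound plus 3 SD, cut at about 22% in these data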;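 further: 0% = DMSO only wells and the 100% control is not disclosed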
Target sequence (Q00G26 whole entry, looked up): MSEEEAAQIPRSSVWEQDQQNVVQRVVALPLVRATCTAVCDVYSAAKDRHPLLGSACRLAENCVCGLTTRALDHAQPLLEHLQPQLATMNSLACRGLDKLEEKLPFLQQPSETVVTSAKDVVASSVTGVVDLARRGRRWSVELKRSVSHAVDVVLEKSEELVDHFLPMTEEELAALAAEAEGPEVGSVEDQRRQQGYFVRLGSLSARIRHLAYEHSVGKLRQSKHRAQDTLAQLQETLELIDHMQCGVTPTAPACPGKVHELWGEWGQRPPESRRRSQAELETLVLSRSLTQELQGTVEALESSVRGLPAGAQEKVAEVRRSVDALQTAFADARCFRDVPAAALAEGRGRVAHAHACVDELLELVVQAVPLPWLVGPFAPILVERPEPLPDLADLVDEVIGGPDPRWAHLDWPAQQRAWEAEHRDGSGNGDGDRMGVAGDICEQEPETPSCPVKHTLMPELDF
Target sequence (Q8WTS1 whole entry, looked up): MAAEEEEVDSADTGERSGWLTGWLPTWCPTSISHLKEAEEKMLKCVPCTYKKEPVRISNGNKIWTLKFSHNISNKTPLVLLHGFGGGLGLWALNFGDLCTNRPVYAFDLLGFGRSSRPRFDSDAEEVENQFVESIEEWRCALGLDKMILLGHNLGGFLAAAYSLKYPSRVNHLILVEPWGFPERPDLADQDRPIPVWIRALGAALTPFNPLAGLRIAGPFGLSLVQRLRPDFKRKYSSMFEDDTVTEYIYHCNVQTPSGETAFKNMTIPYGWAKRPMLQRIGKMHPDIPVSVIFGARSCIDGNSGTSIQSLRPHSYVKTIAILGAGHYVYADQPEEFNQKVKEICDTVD
NOD2-RIPK2 inh: inhibitors of human NOD2-RIPK2 interaction. O43353. CHO BLA complementation NOD2-RIPK2, CCF4 ratio. inhibition, % at 4.98 µM. 360,000 compounds, 0.38% hits. AID 624267; in the data active means inhibition above about 21%;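 further: 0% = vehicle only and 100% = reference blocker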
Granule exo inh: lytic granule exocytosis inhibition; TALL-104 LAMP-1 surface exposure, flow cytometry; cells stimulated with thapsigargin and PMA; inhibition, % at 10 µM; 360,000 compounds, 0.66% hits;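 active means inhibition above about 55%, limit read from the data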
TLR9-MyD88 inh: blocks human TLR9 binding to MyD88; Q9NR96+Q99836; CHO BLA complementation TLR9-MyD88, CCF4 FRET ratio; inhibition, % at 4.98 µM; 340,000 compounds, 0.21% hits; AID 504734;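 active means inhibition above the mean over all tested compounds plus 3 SD, cut at about 21% in these data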;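 further: 0% = DMSO only wells and 100% = clavulanate BLA inhibitor control wells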
NCOA3 inh: inhibitors of human steroid receptor coactivator 3 (SRC3) | HEK293 GAL4-SRC3 luciferase reporter, luminescence | inhibition, % at 3.6 µM | 360,000 compounds, 0.17% hits | AID 588352;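 active means inhibition above a per-campaign cutoff, the mean of all compounds plus 3 SD, cut at about 60% in these data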;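 further: 0% = DMSO-treated cells and 100% = gossypol-treated cells at 36 µM; higher means less SRC3-driven luciferase light from the GAL4 reporter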
Active calls of the source: *; x = no result given. These rows are one share of the data. The share of hits here may be higher or lower than overall.

SMILES | SRC2 inh | TWEAK-Fn14 inh | TROY NFkB inh | SRC1 inh | COUP-TFII inh | LRH-1 inv ag | ABHD5-PLIN5 inh | NOD2-RIPK2 inh | Granule exo inh | TLR9-MyD88 inh | NCOA3 inh
Cc1c(NC(=O)Nc2ccccc2[N+](=O)[O-])c(=O)n(-c2ccccc2)n1C | 1 | 6 | 4 | 21 | -5 | 0 | 1 | -1 | -5 | -2 | -4
COc1ccc(C)cc1NC(=O)CNC(C)C(=O)Nc1ccc(C(C)=O)cc1 (stereo unspecified) | 8 | -31 | -9 | 13 | 3 | 9 | 7 | -1 | 25 | 2 | -6
Cc1ccc(C(=O)NCC(c2ccco2)N2CCc3ccccc3C2)cc1C (stereo unspecified) | -13 | 3 | 16 | -5 | -12 | -28 | -12 | -5 | 2 | -1 | -4
CN1CCCC(C)(C(=O)Nc2ccc(-n3cccc3)cc2)C1 (stereo unspecified) | 6 | 16 | -5 | -10 | -4 | 0 | -5 | -4 | -1 | x | 1
Clc1nc(CN2CCCCC2)nc2sc3c(c12)CCCC3 | 0 | 12 | 40 | -8 | 1 | -9 | 5 | 17 | 98* | 4 | -7
CCC(=O)OCn1nnc2ccccc2c1=O | -8 | 2 | 24 | 5 | -5 | 5 | 2 | -3 | -6 | 3 | 2
O=C1CC(c2ccco2)CC(O)=C1C=NCCN1CCN(C(=O)Nc2ccc(Cl)cc2)CC1 (stereo unspecified) | 16 | 1 | -10 | -14 | -6 | -12 | 6 | -4 | 1 | 5 | 7
Clc1nnc(Cl)c2c1ncn2Cc1ccccc1 | -34 | 14 | 2 | -16 | 7 | 12 | 4 | -5 | -10 | -7 | -18
COc1ccccc1NC(=O)CC(=O)CSc1nnc(-c2ccc(C)cc2)n1-c1ccccc1 | -8 | 5 | -2 | 1 | -4 | 0 | -1 | -6 | -12 | -5 | -3
CSCCC(NC(=O)c1ccc(Cl)cc1Cl)C(=O)N1CCN(C(=O)c2ccccc2)CC1 (stereo unspecified) | 15 | 1 | -4 | -12 | 3 | -9 | 3 | 4 | -5 | -3 | -3
CC(=O)Nc1ccc(S(=O)(=O)NC2CC(=O)N(c3ccc4c(c3)OCCO4)C2)cc1 (stereo unspecified) | -36 | -17 | -21 | -29 | 3 | 11 | 9 | -6 | 8 | 3 | -5
O=C(Nc1ccccc1C(=O)Nc1ccncc1)c1ccccc1 | 23 | -4 | 10 | -10 | -7 | 14 | -6 | -7 | 15 | -17 | 2
CCc1nnc(SCC(=O)Nc2nccs2)n1CC | 6 | 21 | 7 | -5 | 3 | -10 | 12 | 4 | -6 | 0 | 4
Oc1cccc(Nc2c3ccccc3nc3ccccc23)c1 | -39 | -9 | 20 | -4 | 5 | 6 | 7 | -14 | 28 | -16 | 15
C[C@H](CO)N1C[C@H](C)[C@@H](CN(C)CC2CCCCC2)Oc2c(NC(=O)Cc3ccccc3)cccc2C1=O | 25 | 18 | 3 | 5 | 32 | -6 | 3 | -3 | 4 | -3 | 15
Cc1ccc2[nH]c(=O)c(CN(CCCN(C)C)C(=S)NCCc3ccccc3)cc2c1 | -16 | -6 | -5 | -23 | -13 | -8 | 17 | 5 | 12 | 9 | 12
O=C(O)c1cccc(NC(=S)N/N=C/c2cccc(O)c2)c1 | -25 | 2 | -24 | -3 | -16 | -25 | -5 | 0 | -3 | 0 | -5
CC(C)(C)S(=O)N1Cc2cc(C(=O)NCC(F)(F)F)nc(-c3cccc(-c4cccc(F)c4)c3)c2[C@@H]1CCO (stereo partly specified) | 10 | 53* | 7 | 35 | 11 | 13 | -8 | -4 | 0 | x | 35
COc1ccc(C(=O)NCCCc2ccccc2)cc1OC | -26 | 1 | 10 | -14 | -11 | 2 | 5 | 1 | -7 | -7 | 0
COC(C(=O)Nc1ccnn1C1CCN(Cc2cccc(C)n2)CC1)c1ccccc1 (stereo unspecified) | -19 | -7 | 6 | 9 | 6 | 15 | 9 | -10 | 6 | -2 | 7
COc1cccc(C(=O)Nc2nnc(Cc3ccc(OC)c(OC)c3)s2)c1 | -18 | -6 | 2 | -11 | 8 | -10 | -2 | -7 | -6 | 3 | -1
CN(Cc1nc(-c2cnccn2)no1)C1CC(C)(C)NC(C)(C)C1 | 17 | -32 | -6 | -9 | 1 | -9 | 1 | -7 | -4 | 3 | 17
CCCNC(=O)C1(C)CCCN(C(=O)c2oc3ccccc3c2C)C1 (stereo unspecified) | -4 | 8 | -9 | -7 | -7 | 0 | 2 | 2 | 10 | x | -11
O=C(COC(=O)c1ccccc1OCc1ccc(Cl)cc1)NC1CC1 | 3 | -24 | -15 | -4 | 2 | -2 | -4 | 1 | 0 | -3 | -19
O=c1[nH]c(=O)n(Cc2ccccc2)c2nc(-c3ccc(C(F)(F)F)cc3)n(CCO)c12 | 15 | 3 | 2 | 3 | -6 | -38 | 1 | -8 | 6 | -10 | 3
O=c1[nH]n(-c2ccccc2)c(=O)c2ccccc12 | -22 | -10 | -2 | 6 | -3 | -3 | 3 | -14 | 0 | -4 | -4
O=[N+]([O-])c1cccc(-c2cn3nc(-c4ccccc4)c(-c4ccccc4)nc3n2)c1 | 4 | -8 | 11 | -4 | -6 | 3 | 3 | 7 | 3 | -5 | 15
c1ccc(Oc2cccc(Oc3ccccc3)n2)cc1 | 1 | 8 | -11 | 21 | -20 | -3 | -2 | -6 | 0 | 5 | 33
CC(C)NC(=O)Cn1cc(C(=O)C2CC2)c2ccccc21 | -3 | 5 | -12 | -10 | -4 | 22 | -3 | -12 | 6 | -12 | -3
Cc1ccc(-c2c(C(=O)N/N=C/c3ccsc3)nnn2-c2nonc2N)cc1 | -12 | -1 | -1 | 1 | -9 | 1 | -4 | 12 | -3 | 2 | -9
O=C(CSc1nnc(SCc2ccc(F)cc2)s1)Nc1ccc(C(=O)O)cc1 | 21 | -5 | -67 | -1 | -5 | -4 | -4 | -3 | -12 | 10 | -11
COc1cccc(NC(=S)N2CCC(NC(=O)C3CCCCC3)CC2)c1 | -8 | 36 | 16 | 1 | -3 | 8 | -1 | 3 | 10 | 3 | -12
CC(C)CN1CCC(CNC(=O)CCc2nnc(Cc3c[nH]c4ccccc34)o2)CC1 | 1 | -3 | 6 | -12 | -1 | 4 | 9 | -19 | 9 | -1 | -6
CCCCC(CC)C(=O)Nc1cc([N+](=O)[O-])ccc1F (stereo unspecified) | -5 | 1 | -4 | -9 | 6 | 3 | -3 | -10 | 1 | -7 | 8
COc1cc(Cl)ccc1OCc1cc(C(=O)N(C)Cc2nnc(C)o2)no1 | -21 | -16 | -42 | -21 | -29 | -18 | 2 | 3 | -10 | -1 | -9
Cc1ccc([N+](=O)[O-])cc1NC(=O)CCSc1ccc(Cl)cc1 | -4 | -1 | 14 | -10 | 4 | -28 | -1 | 4 | 26 | -4 | 2
CCCn1c(N)c(C(=O)CN(C)CC(=O)Nc2ccccc2C(F)(F)F)c(=O)[nH]c1=O | 9 | 7 | -4 | 15 | -16 | 13 | 2 | -11 | 0 | -1 | 31
CCN1C[C@@H]2[C@@H]3C(=O)N(C)C(=O)[C@@H]3[C@](C)(C(=O)OC)N2C1=NC | -23 | 8 | -10 | -3 | -9 | 17 | -1 | -6 | 2 | -5 | -11
O=C(c1ccncc1)N1CCc2ccccc2C1 | -3 | 4 | 2 | 2 | 9 | 14 | 4 | -1 | -2 | 3 | 4
Cc1c(C)[n+](=O)c2c(n1[O-])C(Br)CCC2Br (stereo unspecified) | 9 | 1 | -16 | -11 | 2 | 1 | -2 | 11 | -3 | 5 | -4
N#CCSc1ccc(S(=O)(=O)N2CCOCC2)cn1 | -9 | 5 | 7 | -1 | -11 | 11 | -1 | 2 | -2 | -2 | 14
COCCCNc1nc2c([nH]1)c(=O)[nH]c(=O)n2C | -15 | 10 | 11 | -9 | -14 | 4 | -1 | 7 | 6 | -2 | 17
Cc1cc(=O)oc2c(CN3CCCCC3)c(O)ccc12 | -6 | 6 | 2 | -5 | 3 | -46 | -16 | -10 | 12 | -6 | -4
COC(=O)c1ccc(C)c(NC(=O)CCc2ccc(OC)c(OC)c2)c1 | -22 | 3 | -5 | 6 | 19 | 10 | 0 | -5 | -1 | 3 | -3
Nn1c(SCC(=O)NC2CCCC2)nnc1-c1ccccc1F | 23 | 4 | 8 | 11 | 0 | -1 | 3 | -8 | 28 | 4 | -7
NC(=O)Cn1cnc(-c2ccccc2)c1 | 8 | -14 | -14 | -1 | 2 | 10 | -4 | 2 | 1 | -3 | 17
COc1cc(OC)cc(C(=O)N2CCC(C(=O)NCCc3ccccc3)CC2)c1 | 12 | -10 | -14 | -24 | 2 | -6 | -6 | 6 | -3 | 0 | -10
COc1cccc(C(=O)NCC2CCCN2S(=O)(=O)c2cccs2)c1 (stereo unspecified) | -11 | 10 | -19 | -15 | 18 | -2 | 1 | 5 | -3 | 4 | 2
CC(C)c1ccc(NC(=O)CSc2nc3ccsc3c(=O)n2CCC(=O)O)cc1 | -3 | 18 | 20 | 9 | 13 | -3 | 14 | -5 | -6 | -20 | 15
COc1cc(C(=O)NC2CCN(C)CC2)ccc1Nc1ncc2c(n1)N(C1CCC(O)CC1)CCC(=O)N2C (stereo unspecified) | x | -3 | 13 | -2 | x | 20 | 7 | -11 | 21 | -12 | 1

(more compounds)
SMILES | SRC2 inh | TWEAK-Fn14 inh | TROY NFkB inh | SRC1 inh | COUP-TFII inh | LRH-1 inv ag | ABHD5-PLIN5 inh | NOD2-RIPK2 inh | Granule exo inh | TLR9-MyD88 inh | NCOA3 inh
O=C(Nc1ccccc1Cl)N1CCN(Cc2ccc3c(c2)OCO3)CC1 | 6 | -4 | 7 | 9 | -7 | 8 | -6 | 0 | -3 | -3 | 14
C=CCNC(=S)NNC(=O)c1ccncc1 | 0 | 8 | -13 | -8 | -17 | -1 | 2 | -9 | 0 | -19 | -3
CCN(CC)C(=O)C(C)N(C#N)c1nc(NC(C)C)nc(NC(C)C)n1 (stereo unspecified) | -16 | -17 | -2 | -5 | 2 | 18 | -3 | -2 | 15 | -4 | 10
CC(=O)/C(=N/Nc1ccccc1)Sc1nnc(C(O)c2ccccc2)n1-c1ccccc1 (stereo unspecified) | 8 | -7 | 19 | 3 | 12 | 2 | 0 | -10 | 4 | 1 | 8
O=C1CCCc2c1cc(-c1ccccc1)n2-c1ccc(O)cc1 | -19 | 48 | -1 | -11 | -39 | 14 | 7 | -6 | 18 | -7 | 7
Cc1cccc(N2CC34C=CC(O3)C(C(=O)O)C4C2=O)c1 (stereo unspecified) | -9 | 4 | 6 | 3 | 2 | -2 | -2 | 8 | 0 | 9 | 14
COc1ccc(Cc2nnc3c4cnn(C)c4ncn23)cc1 | -6 | -9 | -8 | -3 | 6 | -1 | -1 | 2 | 1 | -20 | 8
Cc1cc(C)c(S(=O)(=O)Nc2ccc(OCC(=O)O)cc2)c(C)c1 | -26 | 3 | -1 | -3 | -19 | -4 | 1 | 3 | 11 | -3 | 9
CCOC(=O)N1CCC(NC(=O)c2ccc(Cl)cc2)CC1 | -4 | 4 | 7 | -4 | -4 | 0 | 1 | -4 | -2 | 2 | 1
